CASP6 VEID inh: inhibitors of human caspase-6; P55212; purified caspase-6, Z-VEID-R110 cleavage fluorescence; inhibition, % at 12.5 µM; actives 0.53% (n = 350,000);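 active = mean inhibition across replicates at least about 35%, with every replicate also reaching that limit, limit read from the data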;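 note: 0% = median of neutral control wells and 100% = no fluorescence left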
Target sequence (P55212 24-179 limits assumed): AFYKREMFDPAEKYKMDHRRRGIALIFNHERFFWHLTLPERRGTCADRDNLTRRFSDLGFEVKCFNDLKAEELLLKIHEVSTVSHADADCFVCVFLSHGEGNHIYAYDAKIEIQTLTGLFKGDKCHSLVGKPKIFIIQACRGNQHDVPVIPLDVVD
Target sequence (P55212 194-293 limits assumed): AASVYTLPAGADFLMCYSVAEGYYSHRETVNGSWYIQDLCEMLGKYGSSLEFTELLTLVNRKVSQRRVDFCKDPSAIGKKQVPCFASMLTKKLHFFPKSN
FN deposition inh: fibronectin deposition inhibition; AH1F fibroblasts, Alexa488-fibronectin deposition fluorescence, overnight; inhibition, % at 12.6 µM; actives 0.086% (n = 350,000); AID 743247;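 active = mean inhibition across replicates of 30% or more, regardless of how many single replicates reach that level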;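 note: positive control wells lacked labelled fibronectin entirely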
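Assay system: AH1F fibroblasts / Quantity: 10000 cells per well / Medium: DMEM plus 2% serum, read in PBS / Reagent: labelled fibronectin 24 nM / Dosing: single dose, pinned / Times: 1 h cell attachment, overnight exposure to compound and label / Signal: fluorescence, ex 485 nm, em 525 nm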
PAX8 inh HTS: lowers PAX8-driven luciferase in RMG-I cells; RMG-I TPO-luciferase reporter, SteadyGlo, 24 h; AID 652154; actives 1.2% (n = 360,000); inhibition, % at 12.6 µM;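 active = mean replicate inhibition at least 60% with every replicate also reaching 60%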;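 note: luciferase light reporting Pax8 driven TPO promoter activity; plate controls were median of neutral control wells for no effect and mitoxantrone controls for full effect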
EWS-Fli inh: EWS/Fli transcriptional activity inhibition; inhibition, % at 12.6 µM; A673 NR0B1-luciferase reporter, viability-normalised; actives 0.67% (n = 350,000);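 active = mean inhibition of at least 50% after viability correction, with every replicate also passing that limit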;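 note: firefly luciferase signal divided by Alamar Blue viability fluorescence both relative to DMSO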
PGC1a acetyl inh: PGC1a acetylation modulation, inhibitor mode; inhibition, % at 15.6 µM; actives 0.17% (n = 350,000); U2OS PGC1a acetylation, AlphaScreen anti-acetyl-lysine; with virally co-expressed GCN5 acetyltransferase;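 active = every replicate shows inhibition of at least 40%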;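 note: 0% = neutral control wells and 100% = positive control wells; some results beyond the cut were filed as inactive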
Cneo AK release: causes C. neoformans cell lysis. adenylate kinase release luminescence, 4 h; normalised: neutral wells 0, clomiphene wells 100. lysis activity, % at 15 µM. actives 0.2% (n = 360,000);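 active = mean lysis activity across replicates of at least 80%, whatever share of replicates individually reach that level; inactive = mean lysis activity below 80%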
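Material – log-phase Cryptococcus neoformans yeast cells · Input – 5 × 10^6 yeast cells/mL · Medium – fresh YPD growth medium · Doses – single compound concentration per well · Timing – static 4 h at 37 °C with compound, 1 h detection · Detection – adenylate kinase release luminescence · Read-out – signal increase indicating cell lysis · Control set – Clomiphene as positive lysis control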
LGR2 inh: blocks bursicon-induced cAMP signaling via Drosophila LGR2; inhibition, % at 9.99 µM; actives 0.35% (n = 380,000); HEK293 LGR2, CRE-luciferase, bursicon-stimulated, 4 h; AID 720647;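 active = drop in luminescence signal, shown as inhibition above about 50% in the replicate tests, limit read from the data, passing the limit was not always enough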;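 note: agonist challenge used bursicon conditioned medium at about half maximal strength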
miR122 inh: miR-122 inhibition in Huh7 cells. Huh7 miR-122 Renilla luciferase sensor, 48 h; neutral wells = 0, positive control = 100. activation (reporter increase), % at 12.5 µM. actives 0.3% (n = 340,000). AID 602342;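 active = mean replicate activation score at least 90 and every replicate individually at or above 90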;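 note: higher luciferase means less miR-122 activity so hits act as miR-122 inhibitors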
The depositor's hits bear a star; [ ] = remark or other dose.

`C[C@@H]1CN([C@@H](C)CO)C(=O)Cc2cc(NC(=O)Cn3cnnn3)ccc2O[C@@H]1CN(C)C(=O)Nc1cccc2ccccc12` gave FN deposition inh -1, PAX8 inh HTS -17, EWS-Fli inh -1, PGC1a acetyl inh -5, Cneo AK release -2, LGR2 inh 2 and miR122 inh 4[16.7 µM].
For CCOC(=O)C1CCN(CCC(=O)Nc2cc(C)ccc2C)CC1 the results were CASP6 VEID inh 0, FN deposition inh 1, PAX8 inh HTS 3, EWS-Fli inh 4, PGC1a acetyl inh -11, Cneo AK release 1 and miR122 inh -18.
`CCOc1ccc(NC(=O)COc2cccc3cccnc23)cc1S(=O)(=O)N1CCCC1` gave CASP6 VEID inh 1, FN deposition inh -7, PAX8 inh HTS 25, EWS-Fli inh -15, PGC1a acetyl inh -12, Cneo AK release 3, LGR2 inh 15 and miR122 inh -10.
For CC(=O)Oc1ccc([C@@H]2COc3c(ccc4c3C=CC(C)(C)O4)C2)c(OC(C)=O)c1 the results were CASP6 VEID inh -1, EWS-Fli inh -56, PGC1a acetyl inh 2, Cneo AK release 2, LGR2 inh -57 and miR122 inh -1.
For Cc1ccnc(NCc2ccc(Cl)cc2)c1 the results were CASP6 VEID inh -3, FN deposition inh 1, PAX8 inh HTS -30, EWS-Fli inh -43, Cneo AK release 1 and LGR2 inh -6.
For CCC(C)(C)NC(=O)Cc1ccc(Cl)cc1 the results were FN deposition inh 10, PAX8 inh HTS -3, EWS-Fli inh 1, PGC1a acetyl inh 13, LGR2 inh -11 and miR122 inh -3.
Screening O=C(NC1CCCCC1)C(c1ccc(F)cc1)N(C(=O)Cc1ccsc1)c1ccc(F)cc1 (configuration not stated) returned CASP6 VEID inh -4, PGC1a acetyl inh 10, Cneo AK release 0, LGR2 inh 10 and miR122 inh 1.
CCOC(=O)Cc1cnc(NC(=O)c2ccccc2)s1 was read as CASP6 VEID inh 5, EWS-Fli inh -42, PGC1a acetyl inh -12, Cneo AK release -1, LGR2 inh -9 and miR122 inh 1.
`Cc1cc(C)c2cc(C#N)c(NCCNC(=O)c3ccccc3)nc2c1` gave CASP6 VEID inh 0, FN deposition inh -8, PAX8 inh HTS -5, EWS-Fli inh -5 and LGR2 inh -21.
`CN(C)C(=O)c1cc2c(c(-c3cccc(C4=CCCCC4)c3)n1)[C@@H](CCO)N(S(C)(=O)=O)C2` gave CASP6 VEID inh 3, FN deposition inh -3, EWS-Fli inh -3, PGC1a acetyl inh 12 and LGR2 inh 15.
`COc1ccc(CNC(=O)C2CC(c3ccccc3[N+](=O)[O-])=NO2)cc1` (configuration not stated) gave CASP6 VEID inh 2, FN deposition inh 11, PAX8 inh HTS -25, EWS-Fli inh -36, PGC1a acetyl inh -7, Cneo AK release 0, LGR2 inh -35 and miR122 inh -1.
CN1CCN(CCNC(=O)Cn2c(=O)c3cccn3c3ccc(F)cc32)CC1 was read as CASP6 VEID inh -13, FN deposition inh 4, PAX8 inh HTS -19, PGC1a acetyl inh 2, Cneo AK release 7, LGR2 inh 0 and miR122 inh 1.
Screening COc1ccccc1S(=O)(=O)Nc1ccc(S(=O)(=O)Nc2nccs2)cc1 returned CASP6 VEID inh 4, FN deposition inh 4, PAX8 inh HTS -8, EWS-Fli inh 1, PGC1a acetyl inh 4, Cneo AK release 0, LGR2 inh 11 and miR122 inh -4.
Screening CC1C(=O)N(Cc2cn(CCC3OCCO3)nn2)CCS(=O)(=O)N1Cc1ccc(-c2ccc(Cl)c(Cl)c2)cc1 (configuration not stated) returned CASP6 VEID inh 6, FN deposition inh 9, PAX8 inh HTS 14, EWS-Fli inh -1, PGC1a acetyl inh 6, Cneo AK release 0, LGR2 inh 0 and miR122 inh 7.
Screening O=C(NCC1CC1)[C@@H]1[C@@H](CO)[C@@H]2Cn3c(cccc3=O)[C@@H]2N1C(=O)CC1CC1 returned CASP6 VEID inh -1, EWS-Fli inh 6, Cneo AK release 0, LGR2 inh 24 and miR122 inh -7[16.7 µM].
For Cc1ccc(NC(=O)c2c(C)nc3ccccn23)cc1C the results were CASP6 VEID inh -1, FN deposition inh -16, PAX8 inh HTS -209, EWS-Fli inh -162, PGC1a acetyl inh 2 and LGR2 inh -73.
COC(=O)C1[C@H]2SC(C)(C)C(C(=O)OC)N2C(=O)N1Cc1nc2ccccc2s1 (some centres not stated) was read as CASP6 VEID inh -1, FN deposition inh 7, PAX8 inh HTS -21, EWS-Fli inh -1, Cneo AK release 3 and LGR2 inh -4.
For O=C(NCCNC(=O)c1ccccn1)c1ccc(-c2ccccc2)cc1 the results were CASP6 VEID inh 0, FN deposition inh -1, PAX8 inh HTS 11, EWS-Fli inh 11, Cneo AK release -2, LGR2 inh -1 and miR122 inh -3.
For Cc1noc(C)c1S(=O)(=O)N(C)C[C@@H]1Oc2ccc(NS(=O)(=O)c3ccc(Cl)cc3)cc2C(=O)N([C@@H](C)CO)C[C@@H]1C the results were CASP6 VEID inh 2, EWS-Fli inh 2, PGC1a acetyl inh -4, Cneo AK release -1, LGR2 inh 6 and miR122 inh -4[16.7 µM].
Cc1cc(C)cc(-n2ncc3c2CCCC3NC(=O)c2cc(C)oc2C)c1 (configuration not stated) was read as CASP6 VEID inh 0, FN deposition inh 3, PAX8 inh HTS 1, PGC1a acetyl inh 4, Cneo AK release 0, LGR2 inh 16 and miR122 inh 0.
For O=C(NCc1ccc2c(c1)OCO2)c1c[nH]c2ccc(S(=O)(=O)N3CCOCC3)cc2c1=O the results were FN deposition inh -5, Cneo AK release 0, LGR2 inh -6 and miR122 inh -5.
For COC(=O)c1ccc(CNC(=O)COC(=O)COc2ccc(OC)cc2)cc1 the results were CASP6 VEID inh 1, FN deposition inh 6, PAX8 inh HTS -12, EWS-Fli inh -5, PGC1a acetyl inh 1 and LGR2 inh -15.
For O=C(NCCOc1cccc(Cl)c1Cl)c1cc(-n2cnnc2)ccc1Cl the results were CASP6 VEID inh 2, EWS-Fli inh -15, PGC1a acetyl inh 2, LGR2 inh 3 and miR122 inh -5.
For Cc1c(CC(=O)N2CCN(C(=O)C3COc4ccccc4O3)CC2)c(=O)oc2cc(O)cc(O)c12 (configuration not stated) the results were CASP6 VEID inh 0, FN deposition inh -20, PAX8 inh HTS 1, EWS-Fli inh -5, Cneo AK release 0, LGR2 inh 5 and miR122 inh -3.
O=C(c1ccc(F)cc1)N1CC(=O)N2[C@H](CO)[C@H](c3ccc(C#CC4CC4)cc3)[C@H]2C1 was read as CASP6 VEID inh 0, FN deposition inh -2, PAX8 inh HTS 10, EWS-Fli inh 4, PGC1a acetyl inh 3 and LGR2 inh 23.
Screening C[C@@H]1CN([C@@H](C)CO)S(=O)(=O)c2ccc(-c3cncnc3)cc2O[C@H]1CN(C)Cc1ccccn1 returned CASP6 VEID inh -1, PAX8 inh HTS 3, EWS-Fli inh 0, PGC1a acetyl inh -2, Cneo AK release -1, LGR2 inh -3 and miR122 inh -2[16.7 µM].
Screening C[C@@H]1CN([C@H](C)CO)C(=O)Cc2cc(NC(=O)Nc3ccccc3)ccc2O[C@@H]1CN(C)C(=O)Nc1ccccc1 returned CASP6 VEID inh -1, PAX8 inh HTS 1, EWS-Fli inh -9, Cneo AK release 0, LGR2 inh 7 and miR122 inh -1[16.7 µM].
For CCOc1ccc(NC(=S)NC(=O)c2ccco2)cc1 the results were CASP6 VEID inh -1, FN deposition inh 9, PAX8 inh HTS -181, EWS-Fli inh -82, PGC1a acetyl inh 4, Cneo AK release 2, LGR2 inh -63 and miR122 inh 0.
Screening CCOC(=O)C(NC(=O)CC)C(O)c1cccc([N+](=O)[O-])c1 (configuration not stated) returned CASP6 VEID inh 1, EWS-Fli inh -4, PGC1a acetyl inh -9, Cneo AK release -2, LGR2 inh 10 and miR122 inh -1.
CSCC[C@H](NC(=O)OC(C)(C)C)C(=O)N1CCC(C(=O)N[C@@H](C)C(=O)O)CC1 was read as CASP6 VEID inh 1, FN deposition inh -5, EWS-Fli inh -10, Cneo AK release -1 and LGR2 inh -1.
`O=C(CC1CCC1)NC(c1ccccc1)c1ccccc1` gave CASP6 VEID inh -1, PAX8 inh HTS 4, EWS-Fli inh 4, PGC1a acetyl inh -3, Cneo AK release -1, LGR2 inh 0 and miR122 inh -4.
CCc1ccc(N(CC(=O)N2CCCCCC2)S(C)(=O)=O)cc1 was read as CASP6 VEID inh -1, FN deposition inh 0, PAX8 inh HTS 2, EWS-Fli inh 10, PGC1a acetyl inh -1, Cneo AK release 3, LGR2 inh 4 and miR122 inh -1.
`O=C(NCCCN1CCCC1)c1ccc2c(c1)N(Cc1ccccc1F)C(=O)c1ccccc1S2(=O)=O` gave CASP6 VEID inh -10, FN deposition inh 0, PAX8 inh HTS 7, EWS-Fli inh -3, PGC1a acetyl inh -1, Cneo AK release 5, LGR2 inh 11 and miR122 inh 2.
Screening C[C@@H]1CCCCO[C@@H](CN(C)Cc2ccc(Cl)c(Cl)c2)[C@@H](C)CN([C@H](C)CO)C(=O)c2cc(NS(=O)(=O)c3cn(C)cn3)ccc2O1 returned CASP6 VEID inh 2, PAX8 inh HTS -11, EWS-Fli inh -10, PGC1a acetyl inh 6, Cneo AK release 0, LGR2 inh 6 and miR122 inh 10[16.7 µM].
Screening CCOC(=O)[C@]12CCCC=C1N(Cc1ccc(Cl)cc1Cl)C(=O)[C@H](CC(=O)NCCCN1CCCC1=O)C2 returned CASP6 VEID inh 0, FN deposition inh -1, PAX8 inh HTS -2, EWS-Fli inh 2 and LGR2 inh 22.
COc1ccccc1Cc1c(-c2cccc(Br)c2)nc2ccc(C)cn12 was read as CASP6 VEID inh 8, FN deposition inh 5, PAX8 inh HTS -26, EWS-Fli inh -69 and LGR2 inh -45.
NS(=O)(=O)c1ccc(Oc2ccc(S(N)(=O)=O)cc2)cc1 was read as CASP6 VEID inh -1, FN deposition inh 3, PAX8 inh HTS 0, EWS-Fli inh -1, PGC1a acetyl inh 21 and LGR2 inh 4.
`N#C[C@@H]1[C@H](c2ccc(C3=CCCC3)cc2)[C@@H](CO)N1C(=O)c1cccc(F)c1` gave CASP6 VEID inh 2, FN deposition inh -1, PAX8 inh HTS 14, EWS-Fli inh 21, PGC1a acetyl inh -4, Cneo AK release 7 and LGR2 inh -15.
For COc1ccc(OC)c(/C=C2\N=C(c3ccccc3)OC2=O)c1 the results were CASP6 VEID inh -1, FN deposition inh -6, PAX8 inh HTS -11, EWS-Fli inh 3, Cneo AK release -1 and LGR2 inh -8.
Screening CC(C)NC(=O)N(C)C[C@H]1Oc2ncc(C#CCc3ccccc3)cc2C(=O)N([C@H](C)CO)C[C@@H]1C returned CASP6 VEID inh 4, FN deposition inh -20, EWS-Fli inh -8, PGC1a acetyl inh -7, Cneo AK release 1, LGR2 inh 2 and miR122 inh 4[16.7 µM].
COc1ccc(-c2noc(CSc3nc4sc(C)c(C)c4c(=O)n3-c3ccccc3)n2)cc1OC was read as CASP6 VEID inh 0, EWS-Fli inh 7, PGC1a acetyl inh -9, Cneo AK release -2 and LGR2 inh -4.
Cc1ccccc1NC(=S)N(Cc1ccco1)C(C)c1ccccn1 (configuration not stated) was read as CASP6 VEID inh 1, FN deposition inh -10, PAX8 inh HTS 22, EWS-Fli inh 2, PGC1a acetyl inh 5 and LGR2 inh 5.
C[C@H]1CN([C@@H](C)CO)C(=O)c2cccc(NC(=O)Nc3ccccc3)c2O[C@@H]1CN(C)S(=O)(=O)c1cccs1 was read as EWS-Fli inh 1, PGC1a acetyl inh -1, LGR2 inh -8 and miR122 inh -6[16.7 µM].

Assay outcomes (PubChem)
